# CHRM4 antagonist – antagonists of human muscarinic M4 receptor (CHRM4). P08173. inhibition, % at 3 µM. CHO-hM4 cells, ACh EC80, Fluo-8 calcium fluorescence. 360,000 tested, 0.73% active;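 active = inhibition above its plate's cutoff, the mean inhibition of sample wells plus 3 SD, cut at about 27% in these data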;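 note: 0% = acetylcholine EC80 with DMSO and 100% = DMSO without agonist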
# Target sequence (P08173 whole entry, looked up): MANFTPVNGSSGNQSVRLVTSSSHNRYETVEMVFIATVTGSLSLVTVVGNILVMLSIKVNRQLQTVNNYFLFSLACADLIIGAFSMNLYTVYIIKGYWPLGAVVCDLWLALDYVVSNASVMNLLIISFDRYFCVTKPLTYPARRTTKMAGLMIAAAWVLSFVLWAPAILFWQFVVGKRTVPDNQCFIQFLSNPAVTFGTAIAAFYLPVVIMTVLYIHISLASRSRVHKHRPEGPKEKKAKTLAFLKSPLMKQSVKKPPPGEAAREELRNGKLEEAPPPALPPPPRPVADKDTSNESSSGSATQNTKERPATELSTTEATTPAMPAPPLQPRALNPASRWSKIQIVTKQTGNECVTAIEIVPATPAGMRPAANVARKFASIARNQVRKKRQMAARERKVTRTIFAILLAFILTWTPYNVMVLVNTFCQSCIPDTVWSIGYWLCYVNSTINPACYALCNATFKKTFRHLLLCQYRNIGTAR
# CHO-K1 Ca antag – nonselective inhibitor or artifact in parental CHO-K1 cells. ATP-induced calcium, Fluo-8 fluorescence. inhibition, % at 3 µM. 360,000 tested, 0.6% active. AID 602250;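 active = inhibition above a per-plate cutoff, the plate's mean sample inhibition plus 3 SD, cut at about 24% in these data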;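 note: 0% = DMSO plus EC80 ATP and 100% = DMSO alone without ATP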
# M4 PAM – positive allosteric modulators of human muscarinic M4 receptor; P08173; CHO-K1 hM4/Gqi5, Fluo-8 calcium fluorescence, ACh EC20; 0% = ACh EC20, 100% = maximal ACh; activation, % at 3 µM; 360,000 tested, 0.4% active; AID 624126;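 active = activation above its plate's cutoff, the mean activation of sample wells plus 3 SD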; note: some results filed as inactive read as strong as hits
# CHRM5 agonist – CHRM5 agonism in calcium assay; 360,000 tested, 0.19% active; P08912; activation, % at 3 µM; AID 624037; CHO-K1 hM5 cells, Fluo-8 calcium fluorescence; 0% DMSO wells, 100% maximal acetylcholine response;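 active = activation above the run's mean over test compounds plus 3 SD, cut at about 23% in these data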;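 note: signal is peak over basal fluorescence ratio across the kinetic read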
# Target sequence (P08912 whole entry, looked up): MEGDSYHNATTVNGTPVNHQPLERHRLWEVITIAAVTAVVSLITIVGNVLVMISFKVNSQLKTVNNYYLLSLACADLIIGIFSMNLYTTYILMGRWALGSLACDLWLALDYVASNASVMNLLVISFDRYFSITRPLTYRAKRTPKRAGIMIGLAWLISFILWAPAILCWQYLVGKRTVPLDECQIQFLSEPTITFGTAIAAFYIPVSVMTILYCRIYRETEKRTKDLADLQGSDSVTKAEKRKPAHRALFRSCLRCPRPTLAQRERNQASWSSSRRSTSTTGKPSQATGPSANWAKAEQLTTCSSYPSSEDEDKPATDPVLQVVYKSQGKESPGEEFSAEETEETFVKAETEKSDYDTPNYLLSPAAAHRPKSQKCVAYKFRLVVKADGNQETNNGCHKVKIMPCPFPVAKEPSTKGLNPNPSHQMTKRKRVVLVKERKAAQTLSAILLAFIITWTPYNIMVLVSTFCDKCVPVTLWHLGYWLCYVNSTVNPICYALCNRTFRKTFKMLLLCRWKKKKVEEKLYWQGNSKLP
# M5 PAM – positive allosteric modulators of human muscarinic M5 receptor. P08912. 360,000 tested, 0.3% active. activation, % at 3 µM. CHO-K1 hM5, Fluo-8 calcium, ACh EC20 PAM; 0% = ACh EC20, 100% = ACh EC100. AID 624038;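 active = activation above the run cutoff, the mean activation of all test compounds plus 3 SD, cut at about 18% in these data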
#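 Assay system – human M5 receptor in CHO-K1 cells · Read-out – % activation, ACh-normalized · Technique – Fluo-8 calcium fluorescence · Dosing – single-point, 3 µM nominal · Incubation – Fluo-8 loading 80 min at 37 °C plus 30 min room temperature · Repeats – singlicate, one well per test compound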
# CHO-K1 Ca ag – M1 agonist counterscreen hit in parental CHO-K1 cells; Fluo-8 calcium fluorescence; scaled to maximal ATP response, vehicle zero; activation, % at 3 µM; 360,000 tested, 0.48% active; AID 602248; in the data active = activation above about 15%;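 note: untransfected CHO-K1 host cells lacking M1 receptor as counterscreen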
# M5 antag – CHRM5 antagonism in calcium assay; 360,000 tested, 0.59% active; P08912; CHO-hM5 cells, Fluo-8 calcium fluorescence, ACh EC80; AID 624040; inhibition, % at 3 µM;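 active = inhibition above a per-plate cutoff, the mean of that plate's test compounds plus 3 SD, cut at about 27% in these data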;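 note: 0% = acetylcholine EC80 with DMSO and 100% = DMSO without agonist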
# M4 ag – CHRM4 agonism in calcium assay; AID 624127; CHO-K1 hM4/Gqi5, Fluo-8 calcium fluorescence; vehicle 0%, full acetylcholine response 100%; P08173; 360,000 tested, 0.14% active; activation, % at 3 µM;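 active = activation above the run mean over all test wells plus 3 SD, cut at about 32% in these data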;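 note: peak over basal fluorescence ratio per well then scaled between controls; 0% = DMSO wells and 100% = acetylcholine at EC100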
# CHO-K1 Ca PAM – nonselective activator or artifact in parental CHO-K1 calcium assay | ATP EC20, Fluo-8 calcium fluorescence; 0% at ATP EC20, 100% at ATP max | activation, % at 3 µM | 360,000 tested, 0.02% active | AID 602247;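 active = activation above the run cutoff, the mean activation of all test compounds plus 3 SD, cut at about 40% in these data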;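 note: peak over basal fluorescence ratio in a 140 s read after ATP addition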
# * = called active by the depositor; · = not tested or not shown. This is a random part of the collection, and some 2.7% of all compounds hit somewhere here.
SMILES,CHRM4 antagonist,CHO-K1 Ca antag,M4 PAM,CHRM5 agonist,M5 PAM,CHO-K1 Ca ag,M5 antag,M4 ag,CHO-K1 Ca PAM
C=CCNC(=O)c1c(CSc2ccc(Cl)cc2)noc1C(=O)NCCC,9.0,-11.4,2.7,-3.4,-4.0,-0.9,6.2,0.0,-9.9
O=C(OCC(=O)N1N=C(c2ccc(Cl)cc2)CC1c1ccco1)c1ccccc1O (stereo unspecified),-4.0,-2.6,-2.7,-7.3,-4.7,0.1,0.6,-0.7,-0.3
Cc1cc(C)n2nc(SCc3ncc(-c4ccccc4)o3)nc2n1,-3.6,-11.1,-2.2,2.4,4.0,2.1,0.7,4.4,20.6
CC/C(=N\O)C(C)(C)/[N+]([O-])=C/c1ccc(Br)cc1,-8.5,-15.2,7.7,0.5,2.3,0.0,-0.6,·,10.9
COc1ccccc1C(=O)Nc1ccc(NC(=O)c2ccco2)cn1,7.8,-17.2,-3.5,2.9,-2.9,5.5,17.3,6.5,18.9
C=CCn1c(N)c(-c2nc3ccccc3n2C)sc1=S,-3.2,-10.2,-3.6,0.2,-6.1,0.4,13.5,1.5,6.6
Cc1ccc(-n2c(C)cc(/C=C3\SC(=O)NC3=O)c2C)cc1,-6.3,-3.0,5.0,-6.3,-7.0,0.6,6.3,0.1,8.4
O=[N+]([O-])c1ccc(N/N=C/c2ccc(OCc3cccc4ccccc34)cc2)nc1,-3.5,13.4,4.7,-1.5,-1.9,-0.5,-4.2,0.6,15.7
O=C(NCc1ccco1)c1cccc2c1C(=O)c1ccc(N3CCC(Cc4ccccc4)CC3)cc1S2(=O)=O,14.8,4.2,-10.3,10.0,-7.1,2.0,17.9,19.3,-12.9
CCOC(=O)c1c(C)n(C)c2cc(-c3ccc(C)cc3)c(O)cc12,13.1,27.7*,-2.1,-3.1,-1.6,0.0,8.8,-1.0,-15.9
CCN1C(=O)[C@H]2[C@@H](c3ccc(OC)cc3)N[C@]3(CCCN(Cc4ccc(Cl)cc4)C3=O)[C@H]2C1=O,-10.8,19.6,7.6,0.9,-3.8,-0.6,4.8,0.6,-10.6
Cc1c(C(=O)OCC(=O)NCc2ccccc2)oc2ccccc12,-14.6,6.5,7.7,-2.1,0.8,-0.6,0.5,1.7,-6.9
Cc1cccc(OCCn2c(=O)sc3ccccc32)c1,4.5,-0.4,0.4,-4.7,1.4,-0.6,3.7,-2.8,4.6
CCOC(=O)[C@]12CCCC=C1N(Cc1ccccc1)C(=O)[C@H](CC(=O)NCc1ccc(OC)c(OC)c1)C2,-12.6,·,17.4,-0.5,7.8,·,-11.1,2.4,·
COc1ccc(CNC(=O)C(=O)NCC2OCCN2S(=O)(=O)c2cccs2)cc1 (stereo unspecified),-10.1,-9.0,5.7,-0.4,4.0,0.6,-6.3,1.3,24.4
Cc1ccsc1/C=N/NC(=O)CNC(=O)c1ccc(S(=O)(=O)N(C)C)cc1,-15.5,5.5,6.1,3.7,12.2,0.7,-18.0,3.6,-10.2
O=C(CSc1nc2ccccc2c(=O)n1Cc1ccc(F)cc1)NCC1CCCO1 (stereo unspecified),-11.8,-19.5,12.2,-5.9,-11.4,1.2,8.2,3.7,10.4
Cn1ncc2c(Nc3ccc(O)cc3)nc(Cl)nc21,-2.6,-4.3,-2.9,-0.8,1.3,0.6,-6.2,1.5,-9.3
COc1ccccc1CNS(=O)(=O)c1cc(-c2cc(C)no2)ccc1C(C)C,-6.9,-13.5,-2.6,-4.3,-5.2,0.1,-1.9,4.8,5.3
Cc1nc(Nc2ccccc2)[nH]c(=O)c1CCC(C)C,-13.5,2.6,5.9,0.3,0.5,0.7,-4.6,0.8,12.0
COc1ccc(NC(=O)CN(c2ccccc2F)S(=O)(=O)c2ccc(C)cc2)c(OC)c1,-4.4,3.6,-0.5,0.3,-5.9,-0.1,11.7,0.5,-2.6
Cc1ccc(Cl)cc1N1CCN(C2CCCCC2NS(=O)(=O)c2ccccc2)CC1 (stereo unspecified),2.2,-8.0,1.8,-3.9,1.2,0.2,-0.7,0.2,11.4
CCc1ccc(-n2c(C)cc(/C=N/NC(=O)c3ccncc3)c2C)cc1,-6.5,-6.1,-1.4,-2.9,-4.1,2.0,4.2,0.5,17.5
Fc1ccc(CSc2nnc(-c3cccs3)o2)cc1,6.2,1.2,1.0,-2.7,0.2,-0.3,-5.6,-1.0,6.4
COc1ccccc1N=Nc1c(C)noc1C,2.7,6.4,-10.4,-2.2,9.4,-0.3,-8.2,0.0,-16.4

# As entered above.
# In CHO-K1 Ca PAM, `C=CCn1c(N)c(-c2nc3ccccc3n2C)sc1=S` has the entry 6.6
# In CHRM5 agonist, `CCOC(=O)c1c(C)n(C)c2cc(-c3ccc(C)cc3)c(O)cc12` has the entry -3.1

# The list goes on:
SMILES,CHRM4 antagonist,CHO-K1 Ca antag,M4 PAM,CHRM5 agonist,M5 PAM,CHO-K1 Ca ag,M5 antag,M4 ag,CHO-K1 Ca PAM
CCN(CC(=O)NCc1ccco1)S(=O)(=O)c1ccc(F)cc1,-1.5,-8.3,2.0,-1.2,10.3,0.1,-0.4,0.3,-5.8
CCCOC(=O)c1ccc(Oc2c(-c3ccc(OC)cc3O)n[nH]c2C)cc1,-3.1,-5.4,9.9,1.0,-8.0,-0.3,-1.9,0.3,-6.6
COc1ccc(NC(=S)NNC(=O)CNc2ccc(Cl)cc2)cc1,-6.0,-4.4,0.9,-1.4,-0.8,0.6,-5.3,2.5,10.1
Cc1cc(C(=O)OCC(=O)N2CC(=O)Nc3ccccc32)c(C)n1-c1ccccc1,3.3,1.9,2.1,-5.9,-1.0,0.3,2.6,1.1,10.7
C=C1C(=O)O[C@@]23[C@H]1CC[C@@H](C)[C@@H]2CC[C@@]1(C)O[C@@H]31,-17.6,12.7,8.9,-3.7,-6.4,0.0,-1.1,-0.3,0.3
Fc1ccc(NC(=S)Nc2ccc(F)c(Cl)c2)cc1Cl,5.5,28.2*,-8.5,7.1,-18.5,10.2,15.1,11.9,2.8
COc1cc(C2NC(=O)C(C#N)=C(Nc3cccc(C)c3)S2)ccc1O (stereo unspecified),9.0,-10.5,1.0,7.7,2.3,0.6,-2.7,0.5,4.7
COc1ccc(N(CC(=O)NC2CCCCCCC2)S(=O)(=O)c2c(C)nn(C)c2C)cc1,-30.3,-2.8,1.4,-2.7,5.3,-0.1,-9.7,·,17.9
Cc1ccc(NC(=O)C2COc3ccccc3O2)cc1C (stereo unspecified),-0.1,3.0,-1.5,-1.4,-7.8,3.5,12.9,0.4,8.4
CC(=O)Nc1ccc2sc(C)nc2c1,1.4,-5.7,-3.6,1.7,6.4,1.2,2.4,0.7,18.6
CCO[C@H]1OC(C(=O)NC2CC2)=C[C@@H](c2ccccc2)[C@@H]1CCCO,-5.0,1.0,-1.9,1.4,-6.2,-0.2,15.7,1.4,-4.1
COc1cc(C=Cc2nnc3c4ccccc4cnn23)cc(OC)c1OC,-1.5,3.1,3.7,1.4,-3.1,1.6,1.3,2.0,9.8
CC1CC(C)CN(C(=O)COC(=O)c2cc3ccccc3cc2O)C1 (stereo unspecified),7.6,16.6,-8.3,-1.3,-6.2,1.8,0.5,3.7,-6.7
Cn1nc(N)nc1N1CCN(c2ccc(F)cc2)CC1,0.0,-4.1,0.2,-3.4,-1.8,1.0,-10.2,1.6,24.6
FC(F)(F)c1cnc(COc2ccc(Cl)cc2Cl)c(Cl)c1,-3.0,-6.4,-6.3,-1.1,-0.2,0.5,13.2,-0.2,-0.3
O=C(Nc1ccccc1)c1cnc2n(c1=O)CCS2,-8.1,11.0,9.3,1.0,-6.5,0.5,-0.6,1.1,-1.8
CCC(C)[C@H](NC(=O)c1cc2cc(Cl)ccc2n1C)C(=O)N1CCC(C(=O)O)CC1 (stereo partly specified),1.0,-9.3,0.2,-0.3,0.8,0.1,1.4,0.2,8.3
Cc1cc(N/N=C/c2ccc(O)cc2)nc(NS(=O)(=O)c2ccccc2)n1,-6.7,-13.8,-4.1,-0.5,-1.4,1.7,-3.5,-0.2,20.2
COc1cccc(/C=N/NC(=O)CCCC(=O)NC2CCCCC2)c1,-2.8,-8.1,-0.7,-0.4,4.5,1.4,-2.1,-0.1,24.2
Cc1c(CCO)c(=O)n(-c2ccccc2)n1S(=O)(=O)c1ccc([N+](=O)[O-])cc1,-4.2,1.6,-0.8,-2.2,-1.8,0.2,4.6,0.9,-3.5
CCOc1ccc(CCNC(=O)COC(=O)Cc2ccc(OC)c(OC)c2)cc1OCC,0.5,-12.9,6.6,4.9,-0.3,0.6,3.4,0.5,10.2
CCCC1=NN2C(=N)/C(=C\c3ccc(SCc4ccco4)o3)C(=O)N=C2S1,4.8,-28.3,0.8,3.6,-4.5,2.0,3.5,9.8,3.1
O=C(O)CSc1nc2ccccc2nc1Cc1ccccc1F,-0.5,1.6,-1.4,0.0,3.2,0.6,11.2,-0.5,16.2
COc1cc2c(cc1OC)C(c1cccs1)N(C(=O)C(C)C)CC2 (stereo unspecified),-2.2,-14.3,4.2,-2.4,0.5,0.8,-2.4,0.1,26.8
O=C1C(Cl)=C(NCc2ccco2)C(=O)c2ccccc21,-2.8,-10.5,-0.3,-1.4,-1.1,0.1,10.9,7.3,6.5

# Next section:
SMILES,CHRM4 antagonist,CHO-K1 Ca antag,M4 PAM,CHRM5 agonist,M5 PAM,CHO-K1 Ca ag,M5 antag,M4 ag,CHO-K1 Ca PAM
CC(C)(C)NC(=O)C(c1cccs1)N(Cc1cccs1)C(=O)c1csnn1 (stereo unspecified),0.0,-3.3,-2.8,0.3,6.7,10.3,-2.4,11.8,17.6
CCOc1ccc(C(C(=O)NC2CCCCC2)N(C(=O)c2csnn2)C2CC2)cc1 (stereo unspecified),-1.9,4.6,-1.8,-4.2,1.2,0.0,17.9,1.1,-27.0
O=C(CCN1C(=O)c2ccccc2C1=O)c1cnc[nH]1,6.2,11.8,-0.4,0.0,-3.4,0.0,4.8,-0.6,0.2
CC(C)Sc1nc2ccccc2n1CC(N)=O,9.2,11.0,-3.5,2.3,-5.0,0.0,1.8,0.3,-2.9
O=c1o[nH]c(-c2ccccc2)c1C=Nc1ccc(Cl)cc1,-6.2,-14.1,5.1,1.0,-1.4,0.3,-6.3,1.0,21.8
O=C(CN1C(=O)C2CC=CCC2C1=O)Nc1ccc(S(=O)(=O)N2CCOCC2)cc1 (stereo unspecified),4.9,3.5,-5.8,-4.1,3.3,0.0,-0.1,0.6,-13.1
O=C(CSc1ncn[nH]1)NCc1ccccc1Cl,-2.2,-6.4,3.1,-2.0,8.7,0.0,5.9,2.5,11.0
C[C@]12CC[C@H](OC(=O)CCC(=O)O)CC1=CCC1C2CC[C@@]2(C)C1CC[C@@H]2N (stereo partly specified),-2.8,12.8,15.5,-3.2,-2.3,0.6,10.0,-0.1,-10.3
Fc1ccccc1N=C1Nc2cccc3cccc1c23,-5.7,-5.9,2.5,-6.7,-7.0,-0.6,6.4,0.1,12.5
Brc1ccc(-c2csc(/N=C/N3CCOCC3)n2)cc1,-11.7,-9.0,1.1,1.6,-10.0,-0.3,-1.4,0.7,0.7
COc1ccc([C@@H](C)NC(=O)CCc2nnc(-c3cc(C)on3)o2)cc1,-8.6,-11.4,9.9,-4.9,-1.0,0.2,6.8,0.0,-11.7
